T cell modulator – modulators of CD8 T cell-vesicle binding, primary screen, mouse 2C CD8+ T cells, flow cytometry; AID 2052, 2009; actives 0.068% (n = 330,000); calls only at 7 µM; 2C CD8+ T cell-vesicle binding; stronger effect = lower value;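 active = response, share of CD8 T cells binding vesicles, and their 90th percentile fluorescence all below set limits, cut at about 80% in these data, passing the limit was not always enough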
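Incubation: binding step 1.5 h, 37 °C, antibody labelling 20 min, ice; system: murine 2C transgenic CD8+ T lymphocytes; technique: cytometric PE anti-B7-1 and Alexa647 anti-CD8 signals after 1% paraformaldehyde fixation; also added: QL9-charged Drosophila Ld/ICAM-1/B7-1 vesicles; control set: naked versus QL9-loaded vesicles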
Hep lipid drop – inhibitors of hepatocyte lipid droplet formation, primary screen, imaging, high-throughput imaging, BODIPY stain. AML12 mouse hepatocytes, oleate lipid droplets. inhibition, % at 6.5 µM. actives 0.4% (n = 240,000);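 active = lipid droplet intensity inhibited by at least 50%, with more than 500 cells counted; inconclusive = wells with under 300 cells, treated as cytotoxic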
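Assay system: AML12 mouse liver cells | Compound: 6.5 µM single-point dosing | Schedule: Overnight exposure | Technique: Fluorescence imaging, 20x objective, two fields per well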
MT stabilize HCS – microtubule stabilizers in HeLa cells, primary screen, imaging, high-content imaging; HeLa tubulin immunostaining HCS, 24 h; share of cells brighter than vehicle mean+2SD; % tubulin-high responders, % at 10 µM; actives 0.83% (n = 200,000);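 active = plate Z-score above 3 for both tubulin-high and condensed-nucleus cell shares, with cell loss under 80%, at 10 µM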;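 also: anti alpha tubulin signal scored within the nucleus-defined area of each cell; some results filed as inactive read as strong as hits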
Insulin prom up – insulin promoter activators in MIN6 cells, imaging, high-content screening, mouse beta cells; MIN6 insulin promoter-GFP reporter; stronger effect = higher value; z-score at 5 µM; actives 0.3% (n = 190,000); AID 1625, 2009;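 active = z-score above 3 at 5 µM with at least 500 cells counted in the well; inconclusive = wells under 500 cells, flagged as cytotoxic or low count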
WT yeast gro inh – growth inhibition of WT strain, primary screen, mitochondrial fusion inhibitor project, WT and mutant strains, chemical genetic | mitochondrial fusion phenotypic screen | inhibition, % at 10 µM | actives 2.1% (n = 190,000) | AID 1362, 2008; in the data active = inhibition above about 58%; tested in S. cerevisiae
b-catenin transl – modulators of beta-catenin nuclear translocation, primary screen, imaging, HeLa cells, immunofluorescence, high-content. AID 1665, 2009. nuclear translocation activity, % at 5 µM. actives 0.3% (n = 190,000);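 active = nuclear translocation activity above 50% at 5 µM, with a well cell count of 50 or more; inconclusive = wells under 50 cells across six images, flagged as toxic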;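 also: per-cell ratio of nuclear to cytoplasmic median beta-catenin stain intensity; plate controls were DMSO negative control for no effect and GSK-3 inhibitor IX positive control for full effect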
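Assay system: human HeLa cells, native beta-catenin; doses: 5 µM primary, 0.02–20 µM confirmation; incubation: compound treatment 24 h, 37°C, 5% CO2; technique: fluorescence imaging of beta-catenin antibody stain plus DAPI; measure: % activation, nuclear-to-cytoplasmic median beta-catenin signal ratio per cell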
West Nile virus CPE – West Nile virus antiviral activity, cell-based, CPE readout (AID 1621); actives 0.02% (n = 290,000); CPE inhibition, % at 10 µM, or IC50 in µM where a hit was titrated; West Nile virus-infected cells, CPE inhibition; higher % means a stronger effect; in the data active = a potency from the dose series; inconclusive = CPE inhibition mostly from about 3.7% at the one dose, without a potency; inactive = the rest, 99 in 100 with CPE inhibition below about 2.2%; also: strong numbers were not always called active
Autophagy mod – autophagy modulators in MEF cells, primary screen, imaging, high-content, MEF GFP-LC3; actives 0.98% (n = 190,000); calls only at 10 µM (by protocol); MEF GFP-LC3 puncta imaging; test concentration mostly 10 µM;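 active = percentage of spot-positive cells more than 3 SD above its plate mean, without a fluorescence outlier flag or 80% toxicity; inconclusive = no clear call, values can overlap the other calls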;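 also: spot-positive cell cutoff set from DMSO-treated cells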
Myeloid diff 2 – induction of myeloid progenitor differentiation, primary screen, cell-based, flow cytometry, MLPCN library; ER-HoxA9 myeloid progenitors, lysozyme-GFP differentiation; calls only at 10 µM; actives 1% (n = 360,000); AID 624256, 2012;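 active = normalized GFP-positive differentiation at or above the plate's own cutoff, the solvent-only control mean plus 3 SD; inconclusive = no clear call, values can overlap the other calls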;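 also: cells exposed to compound for four days before flow analysis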
WT yeast gro inh mutant strain – also measured in WT yeast gro inh; calls as there; inhibition, %; mitochondrial fusion phenotypic screen, mutant strain inhibition
Insulin prom up cell count – also measured in Insulin prom up; calls as there; cell count; measured here: cytotoxicity, nuclei count;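 total cells summed across four imaged fields per well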
Hep lipid drop cells 6.5 µM – further read-out of Hep lipid drop, marked with its call; cell count; measured here: cell count, cytotoxicity flag;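 cells counted across two imaged fields per well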
b-catenin transl cell count 5 µM – second read-out of b-catenin transl, no call of its own (marks repeat the call); cell count; measured here: cell count, cytotoxicity flag
T cell modulator vesicle-bound % – recorded beside T cell modulator, whose call it bears; double positive events, %; measured here: CD8+ vesicle-bound cell fraction;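 binding gate set so that unloaded-vesicle control wells show 10% double positive cells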
MT stabilize HCS Hoechst-high % – also measured in MT stabilize HCS; calls as there; % Hoechst-high responders; measured here: nuclear condensation Hoechst responders;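 share of cells brighter than vehicle mean plus two SD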
MT stabilize HCS cytotoxicity % – second read-out of MT stabilize HCS, no call of its own (marks repeat the call); toxicity, %; measured here: cytotoxicity by cell density;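 0% = mean cell density of plate MIN control wells and 100% = no cells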
Autophagy mod cell loss 18 h – further read-out of Autophagy mod, marked with its call; toxicity, %; measured here: cell loss, nuclei count;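 cell loss after 18 h compound exposure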
Myeloid diff 2 GFP+ MAC1+ % – recorded beside Myeloid diff 2, whose call it bears; GFP+ MAC1+ double positive, %; measured here: differentiation confirmed by MAC1 staining
Numbers without * were called inactive; i = inactive; ? = inconclusive; . = not tested or not shown; + = active, no number. An unsorted share of the library; 3.9% or so of the library scored in one or more.

SMILES	T cell modulator	T cell modulator vesicle-bound %	Hep lipid drop	Hep lipid drop cells 6.5 µM	MT stabilize HCS	MT stabilize HCS Hoechst-high %	MT stabilize HCS cytotoxicity %	Insulin prom up	Insulin prom up cell count	WT yeast gro inh	WT yeast gro inh mutant strain	b-catenin transl	b-catenin transl cell count 5 µM	West Nile virus CPE	Autophagy mod	Autophagy mod cell loss 18 h	Myeloid diff 2	Myeloid diff 2 GFP+ MAC1+ %
Cc1[nH]c2ccccc2c1CCN(Cc1cccnc1)C(=S)Nc1cccc(F)c1	i	42	-28	687	1.6	1.9	11	-1.6	1215	-38	-2	0.3	1058	-1.2%	i	19	i	0.5
CON/C=C(\C=Nc1ccc(Cl)cc1)c1ncc(C(F)(F)F)cc1Cl	i	29	-11	484	1.5	2.1	13	1.3	1778	29	27	-1.8	1169	0.1%	i	-2	i	0.4
CCC(=O)Nc1ccccc1C(=O)OCC(=O)c1ccc2ccccc2c1	i	12	-4	760	1.1	1.0	3.3	-0.1	851	27	9	-3.2	1207	-0.8%	i	31	i	0.4
CCOC(=O)c1c(C)nc(C)c(C(=O)OCC)c1-c1ccco1	i	22	6	733	.	.	.	0.58	1183	.	.	2.2	1364	0.1%	.	.	i	0.3
CCOc1ccc(OCCn2c(SCC(=O)O)nc3ccccc32)cc1	i	43	-1	821	.	.	.	.	.	.	.	.	.	-0.3%	.	.	i	0.5
COc1ccc(Cl)cc1C(=O)Nc1cccnc1	i	54	0	797	.	.	.	.	.	.	.	.	.	-0.3%	.	.	i	0.8
Cn1c(=O)c2nc3ccccc3nc2n(C)c1=O	i	32	17	694	2.2	1.3	6.9	0.11	1399	10	8	0.2	986	1.1%	i	5	i	0.5
CC(=O)N1N=C(c2cccs2)CC1c1ccc(Br)cc1 (stereo unspecified)	i	45	3	411	.	.	.	.	.	.	.	.	.	-1.8%	.	.	i	1.5

Whole records as entered above. Screens in order: T cell modulator	T cell modulator vesicle-bound %	Hep lipid drop	Hep lipid drop cells 6.5 µM	MT stabilize HCS	MT stabilize HCS Hoechst-high %	MT stabilize HCS cytotoxicity %	Insulin prom up	Insulin prom up cell count	WT yeast gro inh	WT yeast gro inh mutant strain	b-catenin transl	b-catenin transl cell count 5 µM	West Nile virus CPE	Autophagy mod	Autophagy mod cell loss 18 h	Myeloid diff 2	Myeloid diff 2 GFP+ MAC1+ %
`CCOc1ccc(OCCn2c(SCC(=O)O)nc3ccccc32)cc1` as listed: i	43	-1	821	.	.	.	.	.	.	.	.	.	-0.3%	.	.	i	0.5
`CON/C=C(\C=Nc1ccc(Cl)cc1)c1ncc(C(F)(F)F)cc1Cl` as listed: i	29	-11	484	1.5	2.1	13	1.3	1778	29	27	-1.8	1169	0.1%	i	-2	i	0.4
`CCOC(=O)c1c(C)nc(C)c(C(=O)OCC)c1-c1ccco1` as listed: i	22	6	733	.	.	.	0.58	1183	.	.	2.2	1364	0.1%	.	.	i	0.3
`Cn1c(=O)c2nc3ccccc3nc2n(C)c1=O` as listed: i	32	17	694	2.2	1.3	6.9	0.11	1399	10	8	0.2	986	1.1%	i	5	i	0.5

(further entries)
SMILES	T cell modulator	T cell modulator vesicle-bound %	Hep lipid drop	Hep lipid drop cells 6.5 µM	MT stabilize HCS	MT stabilize HCS Hoechst-high %	MT stabilize HCS cytotoxicity %	Insulin prom up	Insulin prom up cell count	WT yeast gro inh	WT yeast gro inh mutant strain	b-catenin transl	b-catenin transl cell count 5 µM	West Nile virus CPE	Autophagy mod	Autophagy mod cell loss 18 h	Myeloid diff 2	Myeloid diff 2 GFP+ MAC1+ %
CCCOc1ccc(C2C(C(=O)OC)=C(C)N=C3SCCC(=O)N32)cc1OCC (stereo unspecified)	i	30	.	.	4.1	1.6	3.7	-0.56	1370	4	14	0.1	785	-0.2%	i	-6	i	1.8
Nc1ccc(Br)cc1C(NCC(=O)O)c1ccccc1 (stereo unspecified)	i	23	4	693	3.4	3.2	1.7	0.46	1573	-7	4	-3.6	1127	0.3%	i	9	i	0.1
Cn1c(=O)c2c(nc(Oc3ccc4c(c3)OCO4)n2Cc2ccc(F)cc2)n(C)c1=O	i	23	4	592	2.8	1.8	3.6	-0.17	1878	-7	6	1.5	1097	0.5%	i	-16	i	0.9
O=C(CCN1C(=O)C2C3C=CC(C3)C2C1=O)NC1CCCCC1 (stereo unspecified)	i	59	-58	747	.	.	.	.	.	.	.	.	.	0.0%	.	.	?	.
O=C(c1ccccc1[N+](=O)[O-])N1CCN(Cc2ccc3c(c2)OCO3)CC1	i	31	4	599	5.6	2.1	0.6	0	1452	6	-18	-0.5	1007	-0.5%	i	14	i	0.6
CCN(c1ccc(NC(=O)COC(=O)CCC(=O)c2ccc(F)cc2)cc1)C(C)C	i	48	5	738	2.0	2.2	5.4	-0.11	985	25	14	-4.5	1106	0.1%	i	-5	i	1.2
CC1CCN(C(=O)CN(c2ccc(Oc3ccccc3)cc2)S(C)(=O)=O)CC1	i	20	.	.	1.8	0.9	5.6	-1.5	504	0	3	-2.0	930	-0.9%	i	-19	i	0.6
COc1ccc(C(=O)OCC(=O)C(C)(C)C)cc1S(=O)(=O)N(C)CCc1cccnc1	i	43	3	796	.	.	.	.	.	.	.	.	.	-0.6%	.	.	i	0.3
Cc1cc(OCCCC(=O)N2CCCCC2)cc(C)c1Cl	i	55	-20	684	0.8	2.2	9.0	0.09	1049	23	15	.	.	-0.2%	i	1	i	0.5
O=C(c1cc2nc(-c3ccccc3)cc(C(F)(F)F)n2n1)N1CCN2CCCC2C1 (stereo unspecified)	i	25	-1	710	.	.	.	.	.	.	.	.	.	0.0%	.	.	i	1.8
O=C(Nc1nc(=O)c2ccccc2s1)c1ccc(F)cc1	i	23	3	737	2.7	2.2	21	.	.	-12	16	1.6	944	2.3%	i	-4	i	4.1
CCOC(=O)c1ccc(NC(=S)N(CCN(C)C)Cc2cccs2)cc1	i	17	19	685	3.5	2.8	7.2	-1.1	1115	12	19	-2.6	1142	-0.8%	i	-11	i	0.2
CC(C)NC(=O)c1ccccc1NC(=O)CS(=O)(=O)Cc1ccccc1	i	8	-8	756	1.5	2.1	6.2	-0.24	767	3	-1	-2.3	1074	-0.4%	i	7	i	10
CCC(NS(=O)(=O)c1ccc2c(c1)NC(=O)C(C)C(=O)N2)c1cccs1 (stereo unspecified)	i	15	-1	779	.	.	.	.	.	.	.	.	.	0.3%	.	.	i	2.8
COc1ccc(-n2c(SCC(=O)c3c(N)n(C)c(=O)n(C)c3=O)nc3ccccc32)cc1	i	51	-4	675	2.5	2.5	31	-0.22	1285	-20	0	0.7	988	0.5%	i	4	i	0.8
O=C(CN(c1cccc(Cl)c1)S(=O)(=O)c1ccc(Cl)cc1)N1CCc2ccccc2C1	i	45	-93	627	2.9	2.5	11	0.36	1211	28	14	-1.3	541	-1.8%	i	0	i	0.1
Cc1occc1C(=O)N/N=C/C(Br)=C/c1ccccc1	i	51	10	611	2.1	2.3	3.0	-0.55	1279	22	-2	-1.7	1101	-1.4%	i	-2	+	3.0*
CC(=O)c1ccc(N(C(=O)CNC(=O)c2ccco2)C(C(=O)NC2CCCC2)c2ccco2)cc1 (stereo unspecified)	i	26	-9	717	.	.	.	.	.	.	.	.	.	-0.1%	.	.	i	1.7
COCCNC(=O)Cn1c(=O)n(CCC(=O)NCCc2ccccc2)c(=O)c2ccccc21	i	34	6	748	4.8	2.1	2.6	0.33	1106	4	-19	-1.9	534	-1.1%	i	0	i	0.6
COc1cccc(N(CC(=O)NCC2CCCO2)C(=O)CCC(=O)Nc2nccs2)c1 (stereo unspecified)	i	17	3	706	2.7	1.3	8.9	-1.6	1475	6	12	-0.1	1006	-0.2%	i	4	i	0.4
Cc1ccc(C2CC(c3cccs3)=NN2C(=O)c2ccco2)o1 (stereo unspecified)	i	34	-21	695	6.7	3.5	2.3	-0.68	1506	20	33	2.1	1387	-1.1%	i	2	i	0.8
CC1CN(C(=O)c2cccc(S(=O)(=O)N3CCOCC3)c2)CC(C)O1 (stereo unspecified)	i	66	.	.	5.5	1.3	2.6	.	.	-22	-5	-5.6	1025	0.3%	i	4	i	5.5
O=C(CSc1ncccc1-c1nc2ccccc2[nH]1)Nc1ccc2c(c1)OCCO2	i	47	1	549	2.6	2.9	8.5	-0.11	1337	6	10	-1.6	1173	-0.8%	i	-13	i	1.2
O=C(OCc1cc2ccccc2[nH]c1=O)C1CCCCC1	i	46	.	.	5.4	1.0	7.2	-0.06	1144	-1	-4	3.8	1225	0.1%	i	3	i	1.0
N#Cc1nc(COc2ccccc2Cl)oc1N1CCCCCC1	.	.	-8	768	6.0	1.6	5.6	-0.1	1126	0	-2	-2.3	1107	-0.4%	.	.	i	1.2
COc1ccc(C(=O)NC2CCN(C(=O)NC3CCCCC3)CC2)cc1	i	48	.	.	3.9	1.5	8.3	-0.55	1286	6	7	-4.1	817	-0.6%	i	-8	i	0.6
Cc1ccc(S(=O)(=O)NCC(=O)OCC(=O)Nc2ccccc2OC(F)F)cc1	i	54	-5	598	2.8	3.0	5.8	-0.61	1510	3	0	1.2	1114	0.2%	i	-3	i	0.2

Screens deposited in PubChem by several laboratories.
